# IP6K1 inh: blocks human inositol hexakisphosphate kinase 1; IP6K1 kinase, ADP-Glo luminescence, 2 h; active compounds read low; activity change, % (series mostly up to about 58 µM); hit rate 0.81% among 140,000; AID 1645851; in the data active = activity change below about -25%
# Target sequence (Q92551 whole entry, looked up): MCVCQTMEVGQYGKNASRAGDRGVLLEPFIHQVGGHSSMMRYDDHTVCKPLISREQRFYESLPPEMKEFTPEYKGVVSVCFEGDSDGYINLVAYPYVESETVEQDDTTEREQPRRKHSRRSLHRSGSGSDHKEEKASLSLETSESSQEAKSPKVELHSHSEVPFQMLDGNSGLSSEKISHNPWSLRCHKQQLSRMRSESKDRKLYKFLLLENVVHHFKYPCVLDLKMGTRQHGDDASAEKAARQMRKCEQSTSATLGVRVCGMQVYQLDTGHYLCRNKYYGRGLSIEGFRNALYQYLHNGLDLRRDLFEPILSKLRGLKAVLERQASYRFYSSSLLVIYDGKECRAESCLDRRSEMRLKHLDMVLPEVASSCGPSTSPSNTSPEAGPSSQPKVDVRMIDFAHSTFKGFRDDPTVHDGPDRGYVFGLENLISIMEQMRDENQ
#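 ADP-Glo luminescence measures ADP made by human IP6K1 during a 2 h RT reaction with ATP/IP6 (mix at 1.3 mM/130 uM); top library doses 57.5 and 19.1 uM final.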
# HEK293 tox: HEK 293 cell cytotoxicity; HEK 293 viability, ATP luminescence (CellTiter-Glo), 48-72 h; hit rate 6.6% among 94,000; Potency, µM (top dose mostly 115 µM), inactives show at the top dose activity change, negative = cytotoxicity, actives largely listed as inhibitors; note: potency is the fitted concentration of half-maximal effect; nearly all actives have a fitted effect of over 60% in size
#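 ATP-coupled CellTiter-Glo luminescence served as viability read-out, recorded 10 min after reagent addition at room temperature. HEK 293 cells, 250 cells/well, had been incubated with pintool-transferred compound for 48 or 72 hr at 37 degree Celsius.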
# HEK293 viab: cell viability loss counter-screen. HEK-293-SNCA-luc viability, GF-AFC fluorescence, 24 h. Potency, µM (series often up to 57.1 µM), for the others: at the highest dose activity change, negative = cytotoxicity, actives largely listed as cytotoxic. hit rate 0.12% among 150,000. AID 1671193;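 note: potency is the fitted concentration of half-maximal effect; 0% = DMSO-treated cells and -100% = medium-only wells without cells; nearly all actives have a fitted effect of over 30% in size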
#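 Cytotoxicity counterscreen: after 24 h compound treatment of genome-edited SNCA-luciferase HEK-293 cells, live-cell protease substrate GF-AFC read by fluorescence after 30 min; activity scaled between DMSO (0%) and medium-only (-100%), curves Hill-fitted.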
# SNCA expr inhib: inhibitors of alpha-synuclein (SNCA) gene expression | HEK-293 SNCA-luciferase knock-in, luminescence, 24 h | Potency, µM (titrated, usually from 57.2 µM), without a hit: at the highest dose activity change, negative = inhibition, most hits filed as inhibitors | hit rate 0.17% among 140,000 | AID 1671194;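 note: potency is the fitted concentration of half-maximal effect; plate controls were DMSO cells for no effect and cell-free wells for full effect; nearly all actives have a fitted effect of over 45% in size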
# NIH3T3 tox: kills NIH 3T3 cells; hit rate 4.3% among 94,000; NIH 3T3 viability, CellTiter-Glo ATP luminescence, 48-72 h; Potency, µM (doses to about 96.7 µM), for inactives: top-dose activity change, negative = cytotoxicity, actives largely listed as inhibitors; note: potency is the fitted concentration of half-maximal effect; nearly all actives have a fitted effect of over 55% in size
#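 First NIH 3T3 cells are plated at 400 cells/well; next compound is pinned in; then plates incubate 48 or 72 hr at 37 °C; finally CellTiter-Glo is added and luminescence read after 10 min.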
# GPT2 inh: blocks human glutamate pyruvate transaminase 2; Recombinant GPT2, coupled pyruvate oxidase/HRP Amplex Red fluorescence; hit rate 0.25% among 100,000; Potency, µM (titrated, usually from 57.7 µM), without a hit: at the top dose activity change, negative = inhibition, usual class: inhibitors; Q8TD30; note: potency is the fitted concentration of half-maximal effect; nearly all actives have a fitted effect of over 60% in size; many of its hits are not listed in these tables
#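 Recombinant GPT2 (10ng/uL) with 250uM a-KG and 2mM L-alanine, 30 min at room temperature, in HEPES pH 7.5 buffer. Pyruvate detected by pyruvate oxidase/HRP/Amplex Red fluorescence after 30 min in the dark; AOA (50uM) as positive control.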
# Luciferase inh: Photinus pyralis luciferase inhibition | purified P. pyralis luciferase, luminescence, biochemical | hit rate 2.5% among 76,000 | Potency, µM (titrated, usually from 115 µM), inactives show at the top dose activity change, negative = inhibition, actives largely listed as inhibitors; note: potency is the fitted concentration of half-maximal effect; nearly all actives have a fitted effect of over 65% in size
# Target sequence (P08659 whole entry, looked up): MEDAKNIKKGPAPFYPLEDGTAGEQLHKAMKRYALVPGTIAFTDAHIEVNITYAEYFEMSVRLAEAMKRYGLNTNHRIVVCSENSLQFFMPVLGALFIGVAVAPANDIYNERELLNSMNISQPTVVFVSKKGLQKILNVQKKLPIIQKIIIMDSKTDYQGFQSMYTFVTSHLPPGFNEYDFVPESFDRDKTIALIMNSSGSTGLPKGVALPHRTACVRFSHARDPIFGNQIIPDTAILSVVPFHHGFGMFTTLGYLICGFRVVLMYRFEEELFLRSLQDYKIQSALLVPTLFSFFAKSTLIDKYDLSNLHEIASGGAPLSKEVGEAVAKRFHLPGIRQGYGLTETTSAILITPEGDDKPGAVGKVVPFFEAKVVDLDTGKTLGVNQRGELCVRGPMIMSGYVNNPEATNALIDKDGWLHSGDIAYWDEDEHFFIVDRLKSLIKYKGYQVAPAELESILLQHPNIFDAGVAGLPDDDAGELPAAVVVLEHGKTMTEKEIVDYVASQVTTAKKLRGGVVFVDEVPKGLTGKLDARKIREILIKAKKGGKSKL
#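 Luminescence read by CCD imager after adding enzyme (10nM final) to wells holding compound, titrated in qHTS. Substrates 10uM each D-luciferin and ATP; buffer 50mM Tris acetate pH 7.5, 10mM Mg acetate, Tween-20, BSA.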
# Starred values were filed as active, the others as inactive; i = inactive; ? = inconclusive; nt = no result given; [ ] = another dose, or the depositor's remark. Unless noted, calls come from the whole dose curve; as a rule, active = well fitted curve in the direction sought with a large enough effect; inconclusive = small, poorly fitted or top-dose-only effect, or another doubt; inactive = no such curve, though single readings can be large; an effect the other way counts as inactive or inconclusive. Unless noted, % is set by controls: 0 for no effect and ±100 for the full control effect. The list is partial; the hit share may differ from the screen's.
SMILES,IP6K1 inh,HEK293 tox,HEK293 viab,SNCA expr inhib,NIH3T3 tox,GPT2 inh,Luciferase inh
CC(C)CC(=O)Nc1cccc(-c2nc3ccccc3[nH]2)c1,-20.8,nt,-24.2%,40.2%[activator],nt,nt,nt
COc1ccc(OCCCn2c(=O)oc3ccc(C)cc32)cc1,-3.2,nt,22.6%,9.2%,nt,nt,nt
Cc1noc(C)c1CCC(=O)NC1CC(=O)N(CC2CCCCC2)C1 (configuration not stated),-4.5,2.9%,5.1%,-7.0%,4.8%,-15.5%,-4.7%
CCc1ccc(-n2c(=O)c3c4c(sc3n(Cc3ccccc3C#N)c2=O)CCC4)cc1,8.6,nt,-9.0%,-1.6%,nt,nt,nt
Cc1cccc(C)c1NC(=O)Cn1c(=O)n(-c2ccccc2)c(=O)c2c1cc(C)n2C,-1.6,9.3%,-15.6%,8.1%,-4.2%,-2.5%,3.2%
CC(=O)Nc1ccc(S(=O)(=O)NC[C@@H]2C=C(C)[C@H](CC(=O)O)C[C@H]2C(C)C)cc1,-4.0,i,1.1%[87.6 µM],-27.9%[87.6 µM],0.7%[174 µM],i,-0.6%[172 µM]
O=C1Nc2cnccc2C2(CCN(C(=O)c3ccccc3)C2)O1 (configuration not stated),6.2,0.4%[172 µM],1.8%[87.6 µM],6.4%[87.6 µM],i,-7.2%[88.5 µM],-4.7%[172 µM]
CN(C)c1cc(N2CCCC(NC(=O)c3ccc(C#N)cc3)C2)ncn1 (configuration not stated),2.2,?,-7.0%,30.4%[activator],-16.1%,i,7.0%
Cn1cc(C(c2ccccc2)c2ccc(Cl)s2)c2ccccc21 (configuration not stated),50.0,nt,-1.5%,-1.3%,nt,nt,nt
Cn1cc(C(=O)Nc2ccc3c(c2)C(=O)N2CCC[C@H]2C(=O)N3)c2ccccc21,2.3,6.7%,-9.7%,2.7%,-18.9%,-0.9%,-15.5%
O=C([C@@H]1C[C@H](Oc2cccnc2)CN1C(=O)Cc1ccccc1)N1CCCC1,0.0,?,2.4%,-14.1%,-27.4%,i,-15.2%
CCc1ccccc1NC(=O)Nc1ccc2snnc2c1,-2.0,nt,-9.2%,-14.5%,nt,nt,nt
CN(C)CCN(C)C(=O)c1ccc2c(c1)NC(C)(CCCCc1ccccc1)CO2 (configuration not stated),3.0,100µM*,-9.0%[87.6 µM],?,31.6µM*,i,-5.9%[172 µM]
C=CCNC(=O)CCc1c(C)nn(-c2ccccc2)c1Oc1ccc(F)cc1F,-0.9,?,-2.5%,8.7%,?,i,-5.8%
CCn1c(C(=O)N2CCCC(C(=O)N3CCN(c4ccccc4)CC3)C2)cc2sccc21 (configuration not stated),0.8,nt,2.8%,21.5%,nt,nt,nt
COc1cccc(-c2cc(C(=O)Nc3cc(OC)c(OC)c(OC)c3)on2)c1,1.9,nt,-19.9%,?,nt,nt,nt
CN1[C@@H](CCC(=O)N2CCC(O)CC2)CNC(=O)[C@@H]2[C@H]1CCN2Cc1ccc(S(C)(=O)=O)cc1,10.4,-3.9%,0.9%,29.6%,-14.7%,?,-12.0%
COc1ccc(NC(=O)N2CCN(c3cc(-c4noc(C)n4)ccc3C)CC2)c(OC)c1,-8.4,nt,2.0%,8.5%,nt,nt,nt
Cc1ccsc1CN1CCC2(CC1)CC(CC(=O)NCc1ccncc1)CCO2 (configuration not stated),13.6,-3.6%,-0.2%,0.7%,-9.1%,-7.9%,5.2%
COc1ccc(CCNC(=O)CN(c2ccccc2OC)S(=O)(=O)c2ccc(C)cc2)cc1,-3.5,nt,-27.4%,-11.2%,nt,nt,nt
COc1cccc(NC(=O)Cn2cc(C(=O)c3ccco3)c3ccccc32)c1,-11.7,nt,-19.1%,1.3%,nt,nt,nt
CC1CCCN(CCCNC(=O)c2cc3c(s2)CN(C2CCCC2)C3)C1 (configuration not stated),-1.5,9.2%,1.7%,7.4%,-3.5%,i,0.8%
CCOc1ccc(CNC(=O)C2CCCN(c3nn4cc(-c5ccc(F)cc5)nc4s3)C2)cc1 (configuration not stated),1.3,nt,4.5%,80.6%[activator],nt,nt,nt
CCc1c(C)sc2c1CCN(C(=O)Nc1ccccc1C(=O)OC)C2c1ccc(OC)cc1 (configuration not stated),2.0,nt,0.8%,-17.0%,nt,nt,nt
CCOC(=O)c1c(C)[nH]c(C)c1S(=O)(=O)N1CCC(C(=O)Nc2ccc(C)cn2)CC1,-7.7,nt,9.3%,5.5%,nt,nt,nt
SMILES,IP6K1 inh,HEK293 tox,HEK293 viab,SNCA expr inhib,NIH3T3 tox,GPT2 inh,Luciferase inh
OCC1CN(C2CCC2)CC12CCN(Cc1cc(F)c(F)c(F)c1)CC2 (configuration not stated),8.6,?,-0.2%[12.5 µM],?,?,0.3%,-1.2%
Cc1cc(=O)n(CC(=O)Nc2cccc(F)c2)c(N2CCc3ccccc3C2)n1,-1.9,?,-7.9%,-20.3%,?,1.4%,7.0%
COc1ccc(C(=O)Nc2ccccc2SCc2cc(=O)c3cccc(C)c3[nH]2)cc1,-1.4,nt,?,27.8%,nt,nt,nt
O=C(c1ccccn1)N1CCC2(CC1)C(=O)Nc1ccccc12,-12.6,i,-3.2%,8.7%,i,4.1%,nt
NC(=O)[C@@H]1CN(C(=O)CCn2cccn2)C[C@H]1COc1ccccc1,7.6,2.1%,-3.6%,-0.8%,-2.0%,i,-3.9%
CCn1nccc1C(=O)N1CC2CC(C1)[C@H]1CCCC(=O)N1C2 (some centres not stated),5.9,0.5%,6.2%,-7.8%,-9.1%,i,-13.1%
O=c1n(CC2CC2)c2cccnc2n1[C@H]1CCCN(S(=O)(=O)c2cccnc2)C1,7.6,?,-6.2%,24.8%,-25.4%,i,5.6%
Cc1ccc(C2Cn3nnc(-c4nc(-c5ccccc5C)no4)c3CO2)c(C)c1 (configuration not stated),-13.3,-0.9%,8.3%,11.5%,i,i,-3.2%
O=C(c1nccc2ccccc12)N1CCC(N2C(=O)C(OCC3CC3)C23CCCCC3)CC1 (configuration not stated),-12.7,?,-7.3%,9.5%,-14.7%,i,0.8%
CCCS(=O)(=O)N1CCCC1c1noc(COc2ccc(C)cc2)n1 (configuration not stated),-9.1,-18.3%,1.5%,-3.9%,-27.4%,-14.4%,-6.9%
CC(=O)N1CCC(C2CCN(Cc3ccc(C)cn3)C2)CC1 (configuration not stated),-3.3,-18.2%,-8.6%[12.5 µM],14.0%,-10.7%,i,-10.9%
CCS(=O)(=O)N1C[C@@H](Oc2cccnc2)C[C@H]1C(=O)N1CCOCC1,2.1,-1.8%,0.1%,-7.1%,-14.9%,-20.3%,-1.9%
O=C(NCCc1csc(-c2cccc(F)c2)n1)c1cccs1,39.3,nt,3.3%,43.8%[activator],nt,nt,nt
COc1ccc(-c2cc(N3CCCC(NC(=O)c4ccc(C#N)cc4)C3)n[nH]2)cc1 (configuration not stated),2.6,?,-21.0%,20.4%,-9.1%,-6.1%,?
Cc1cc2oc(C(=O)N(Cc3ccc(N(C)C)cc3)CC3CCCO3)c(C)c2cc1Cl (configuration not stated),5.1,nt,11.7%,8.1%,nt,nt,nt
CNC(=O)N1CCC(C2CCN(Cc3ccc(Br)o3)C2)CC1 (configuration not stated),17.3,-2.2%,-0.9%[12.5 µM],48.2%[activator],-15.3%,-9.3%,-1.7%
Cc1ccccc1C(=O)N[C@@H]1CN(S(C)(=O)=O)C[C@H]1CN(C)C,16.6,?,13.7%,4.6%,-0.6%,i,-1.3%
CCOc1ccc(NC(=O)c2ccc3c(c2)N(CC)C2CCCCN2C3=O)cc1 (configuration not stated),-12.4,31.6µM*,3.5%[12.5 µM],-16.6%,22.4µM*,0.4%,-29.4%
CCC[C@@H]1C[C@@H](C(=O)N[C@H](C(C)Cl)[C@H]2O[C@H](SC)[C@H](O)[C@@H](O)[C@H]2O)N(C)C1 (some centres not stated),-3.7,nt,-1.5%,nt,nt,-10.4%,nt
CCOC(=O)c1noc2ncn(CC(=O)Nc3cccc(Cl)c3)c(=O)c12,24.6,nt,-13.2%,-3.6%,nt,nt,nt
CC(C)(C)c1nc(C(=O)N2CCN(c3ncccn3)CC2)n2ccccc12,-11.0,?,1.0%,15.9%,?,-17.0%,nt
NC(=O)[C@H](Cc1ccccc1)N1CC[C@H]2CN(C(=O)c3ccccc3)CC[C@H]2CC1=O,-4.8,3.9%[172 µM],5.2%[87.6 µM],10.2%[87.6 µM],3.3%[174 µM],i,2.4%[172 µM]
CCOc1ccccc1NC(=O)CCc1c(C)nn(-c2ccc(N3CCOCC3)nn2)c1C,-17.4,nt,-2.6%,19.8%,nt,nt,nt
CCOC(=O)c1ccccc1NC(=O)N1CCN(Cc2cc(=O)n3nc(-c4ccccc4)sc3n2)CC1,24.3,nt,14.5%,-11.6%,nt,nt,nt
COc1ccc(C(O[C@@H]2O[C@H](CO)[C@@H](O)[C@H](O)[C@H]2O)C(CO)Oc2ccc(/C=C/CO)cc2OC)cc1O (some centres not stated),-8.6,nt,-7.5%[23.9 µM],nt,nt,4.2%[27.3 µM],nt
Cn1ccc(NCc2nc3c(n2Cc2ccccc2)C(=O)N(Cc2cccc(Cl)c2)CCN3)n1,-10.9,?,-8.6%,?,?,1.7%,-15.6%
COCc1cc(C)n(CC(=O)Nc2ccc(NC(C)=O)cc2)c(=O)c1C#N,-4.3,nt,12.2%,-13.2%,nt,nt,nt
c1ccc(CCCc2noc(-c3ccc(N4CCCNCC4)nc3)n2)cc1,-5.9,22.4µM*,17.9%,151.5%[activator],?,-2.2%,?
CC(=O)Nc1ccc(CN2CCC(N3CCNC3=O)CC2)cc1,-5.2,i,4.8%,8.0%,i,4.4%,nt

# Two compounds drawn at random from those above:
SMILES,IP6K1 inh,HEK293 tox,HEK293 viab,SNCA expr inhib,NIH3T3 tox,GPT2 inh,Luciferase inh
Cc1cc2oc(C(=O)N(Cc3ccc(N(C)C)cc3)CC3CCCO3)c(C)c2cc1Cl (configuration not stated),5.1,nt,11.7%,8.1%,nt,nt,nt
c1ccc(CCCc2noc(-c3ccc(N4CCCNCC4)nc3)n2)cc1,-5.9,22.4µM*,17.9%,151.5%[activator],?,-2.2%,?

# Only HEK293 viab, SNCA expr inhib and IP6K1 inh, for some of the entries so far:
Molecule | HEK293 viab | SNCA expr inhib | IP6K1 inh
O=C(NCCc1csc(-c2cccc(F)c2)n1)c1cccs1 | 3.3% | 43.8%[activator] | 39.3
COc1ccc(-c2cc(N3CCCC(NC(=O)c4ccc(C#N)cc4)C3)n[nH]2)cc1 (configuration not stated) | -21.0% | 20.4% | 2.6
Cc1cc2oc(C(=O)N(Cc3ccc(N(C)C)cc3)CC3CCCO3)c(C)c2cc1Cl (configuration not stated) | 11.7% | 8.1% | 5.1
CNC(=O)N1CCC(C2CCN(Cc3ccc(Br)o3)C2)CC1 (configuration not stated) | -0.9%[12.5 µM] | 48.2%[activator] | 17.3

# Compound activity: PubChem BioAssay, National Center for Advancing Translational Sciences (NCATS)
